Screening results: PubChem, several laboratories
Rac1 mut GTP: GTP binding modulators of activated mutant Rac1, primary screen, biochemical, bead-based flow cytometry, multiplex, fluorescent GTP. Ras-related C3 botulinum toxin substrate 1 (Homo sapiens), P63000. GST-Rac1 activated beads; actives lie on both sides; 100% means binding = to untreated wells. percent activity (GTP binding), % at 10 µM. 190,000 tested, 0.11% active. AID 764, 2007;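 active = GTP binding at least 20 percentage points away from the 100% baseline, in either direction, so actives lie on both sides; inconclusive = Compound likely fluorescent itself, or too few beads counted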
Rab7 wt modul: modulators of GTP binding to Rab7, primary screen, biochemical, wildtype, multiplex bead flow cytometry. GST-Rab7 beads, fluorescent GTP binding; actives lie on both sides; untreated = 100%, excess cold GTP = 0%. AID 758, 2007. GTP binding activity (percent of control), % at 10 µM. 190,000 tested, 0.055% active;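 active = fluorescent GTP binding to Rab7 beads changed by at least 20 points from the 100% baseline, either direction, mostly lower; inconclusive = compound itself probably fluorescent, or too few beads counted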;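 also: median green fluorescence of bound Bodipy-FL-GTP per Rab7 bead population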
Rac1 wt modul: wildtype Rac1 GTP binding modulators, primary screen, biochemical, GST-Rac1 beads, flow cytometry, multiplex; Ras-related C3 botulinum toxin substrate 1 (Homo sapiens), P63000; fluorescent GTP binding; actives lie on both sides; 0 = cold GTP competed, 100 = untreated; GTP binding activity (% of control), % at 10 µM; 190,000 tested, 0.27% active; AID 757, 2007;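 active = GTP binding activity at least 20 points away from the 100% control level, either lower or higher; inconclusive = compound flagged as likely green fluorescent, judged across all proteins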
Mcl1-Noxa inh: Mcl-1/Noxa binding inhibitors, primary screen, biochemical, TR-FRET, 1536-well. Induced myeloid leukemia cell differentiation protein Mcl-1 (Homo sapiens), Q07820. TR-FRET Mcl-1/Noxa peptide binding, 2 h. inhibition, % at 21.7 µM. 220,000 tested, 1.5% active. AID 1022, 2008;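 active = compounds that cut the protein-peptide binding signal by more than 50% relative to plate controls in a single-dose test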;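 also: His-tagged Mcl-1 with rhodamine Noxa BH3 peptide and terbium anti-His antibody; 0% = Mcl-1 plus Noxa peptide wells and 100% = peptide-only wells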
Pf gamet viab: late stage P. falciparum gametocyte viability inhibitors, primary screen, ATP luminescence, HTS | 150,000 tested, 0.065% active | inhibition, % at 10.9 µM | P. falciparum stage V gametocytes, 24 h;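 active = inhibition above the mean plus 3 SD of compounds within the control limits, set per campaign, cut at about 38% in these data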;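 also: 0% = DMSO wells and 100% = medium only without gametocytes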
ABCG2 block: ABCG2 efflux pump inhibitors, primary screen, multiplex with ABCB1, IgMXP3 cells, flow cytometry; Broad substrate specificity ATP-binding cassette transporter ABCG2 (Homo sapiens), Q9UNQ0; JC-1 efflux; inhibition, % at 6.6 µM; 190,000 tested, 0.1% active; AID 1325, 2008;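 active = inhibition above 80%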;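 also: 0% = DMSO and 100% = nicardipine control wells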
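Times: 10 min at 25 °C | Test system: Two drug-resistant human cell lines, ABCG2 and ABCB1 | Quantity: 3 million cells/mL final, two lines in 1:1 ratio | Signal: Flow cytometry, 530 nm JC-1 signal | Dosing: Compound at 6.6 µM | Controls: Nicardipine and DMSO wells | Reagent: JC-1 as fluorescent efflux pump substrate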
HRas wt GTP bind: modulators of GTP binding to HRas wildtype, primary screen, biochemical, bead-based flow cytometry, multiplex; GTPase HRas (Homo sapiens), P01112; GST-Ras wt beads, Bodipy-FL-GTP binding; actives lie on both sides; GTP binding activity, % at 10 µM; 190,000 tested, 0.14% active; AID 759, 2007;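 active = GTP binding activity at least 20% away from the 100% baseline, either lowered as inhibitor or raised as activator; inconclusive = flagged as likely green fluorescent, judged across all proteins in the well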;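 also: 0% = unlabeled GTP competition control and 100% = no-compound control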
Rab2A wt mod: modulators of GTP binding to Rab2A wildtype, primary screen, biochemical, dog, bead-based flow cytometry, multiplex; 190,000 tested, 0.19% active; Ras-related protein Rab-2A (Canis lupus familiaris), P61105; GTP binding activity, % at 10 µM; GST-Rab2 wt beads, Bodipy-GTP binding;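 active = GTP binding activity at least 20 points away from 100%, either lowered or raised; inconclusive = signal likely due to the compound's own green fluorescence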;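 also: 0% = beads with excess unlabeled GTP and 100% = no-compound control corrected for plate trend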
Avidin fluor: green autofluorescence of compounds with avidin beads – biophysical, 488/530 nm, flow cytometry, artefact control, profiling panel. fluorescence (KMESF) at 10 µM. compound fluorescence 488/530 nm; active compounds read high. 220,000 tested, 0.38% active; in the data active = fluorescence above about 47; also: inactives centre near 10
ABCB1 inh: ABCB1 efflux pump inhibitors, primary screen, cell-based, multiplex, flow cytometry, ABCG2 counter-screen; AID 1326, 2008; inhibition, % at 6.6 µM; ATP-dependent translocase ABCB1 (Homo sapiens), P08183; 190,000 tested, 0.067% active; CCRF-Adr cells, JC-1 efflux; in the data active = inhibition above about 40%;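 also: 0% = vehicle and 100% = reference inhibitor; higher value means more JC-1 retained so stronger ABCB1 efflux block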
Cdc42 wt GTP: modulators of GTP binding to wildtype Cdc42, primary screen, biochemical, multiplex bead flow cytometry, Bodipy-GTP | Cell division control protein 42 homolog (Homo sapiens), P60953 | GST-Cdc42 beads; actives lie on both sides | percent activity (GTP binding), % at 10 µM | 190,000 tested, 0.2% active | AID 761, 2007;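 active = percent activity GTP binding at least 20 points away from the 100% baseline, either down as inhibitor or up as activator; inconclusive = compound flagged as likely green fluorescent from well-wide comparison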;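 also: median bead fluorescence of bound Bodipy-FL-GTP at 100 nM; 0% = excess unlabeled GTP control and 100% = no compound control; below 100% means less GTP binding so inhibitor and above means activator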
The depositor's hits bear a star; ? = inconclusive; . = not tested or not shown. Not a hit list, and some 2.3% of all compounds hit somewhere here.

nr	molecule	Rac1 mut GTP	Rab7 wt modul	Rac1 wt modul	Mcl1-Noxa inh	Pf gamet viab	ABCG2 block	HRas wt GTP bind	Rab2A wt mod	Avidin fluor	ABCB1 inh	Cdc42 wt GTP
1	Cc1nc(N2CCN(Cc3ccccc3)CC2)nc2c1CCC2	97	102	95	9	-9	17	99	100	10	2.3	95
2	CCOc1ccc(-c2n[nH]c(C(=O)NN)c2C)cc1	100	101	107	4	-14	2	100	99	16	0.3	109
3	Fc1ccc(CNC(=S)Nc2cccc(C(F)(F)F)c2)cc1	101	99	100	6	-14	0	99	99	2	-0.3	102
4	COc1ccc2c(c1)[nH]c1c(=O)n(Cc3ccccn3)cnc12	98	99	105	21	.	2	100	98	9	0.7	101
5	CCC(=O)Oc1ccc(C(=O)Nc2cccc(C(=O)NCC(C)C)c2)cc1	94	102	94	17	-12	4	96	96	8	0.6	92
6	COc1ccc([N+](=O)[O-])cc1NC(=O)CSc1ccccc1	97	96	100	0	.	3	99	98	6	0.5	101
7	O=C(c1ccccc1)N(Cc1cccnc1)C1(C(=O)Nc2ccccc2)CCCCC1	96	97	97	-17	.	11	95	94	13	16	99
8	FC(F)(F)c1ccccc1NC(=S)N1CCN(c2ccccn2)CC1	98	99	104	19	.	1	97	98	9	0.1	98
9	O=C(NCCNC(=O)c1ccco1)c1ccc(F)cc1	93	103	94	-1	18	1	96	98	11	0.1	96
10	CCOc1cccc(C(=O)NCc2ccccc2)c1	93	92	91	2	-1	1	93	93	20	-0.1	96
11	CC(C)CCNC(=O)CN(C(=O)Cn1nnc(-c2ccc(F)cc2)n1)C1CCCC1	99	100	105	18	.	24	102	101	14	0.4	102
12	Cc1ccc2cc(C)c(N3CCN(c4ccccn4)CC3)nc2c1	100	103	102	-2	.	37	100	102	27	2.1	102
13	Cc1cccn2cc(CSc3ccccc3N)nc12	99	98	102	18	-5	15	101	100	23	-0.8	105
14	O=C1c2ccccc2C(=O)N1CC1c2ccccc2CCN1S(=O)(=O)c1ccccc1 (centres undefined)	99	99	102	1	-8	3	101	100	12	1.1	101
15	Cc1nccn1-c1ncnc2sc3c(c12)CCCC3	103	97	108	5	.	1	103	100	7	0.4	104
16	C=C(C)C1CC=C(C)/C(=N/NC(=O)COc2cccc(C)c2)C1 (centres undefined)	96	95	100	10	20	2	99	97	20	0.6	103
17	CC(C)N1CC=C2C(C#N)=C(N)C(C#N)(C#N)C(c3ccccc3)C2C1 (centres undefined)	99	100	101	-13	.	2	103	103	33	0.5	102
18	CC(C)CN(C(=O)COC(=O)CCc1c[nH]c2ccccc12)C1CCS(=O)(=O)C1 (centres undefined)	103	102	108	10	.	12	102	103	12	1.2	103
19	COc1cc2c(cc1OC)CN(CC(=O)Nc1ccccc1C#N)CC2	97	97	98	10	9	1	95	95	9	0.3	96
20	Cc1nn2cc(-c3ccc(Cl)cc3)cnc2c1Br	98	97	101	-1	23	4	99	99	11	0.9	102
21	CCN1CCN(C(=S)NC(=O)/C=C/c2cccs2)CC1	95	104	99	1	-16	2	97	98	10	0.1	97
22	CCc1c(C)c(C#N)c2nc3ccccc3n2c1Nc1c(C)n(C)n(-c2ccccc2)c1=O	100	101	103	18	9	2	100	102	27	0.7	101
23	COc1ccc(C(C(=O)NC2CCCC2)N(C(=O)c2ccco2)c2ccc(OC)c(OC)c2)cc1 (centres undefined)	99	95	96	2	.	-1	97	97	6	-0.2	97
24	CC(=O)c1c(C)nn(C(=O)c2cccs2)c1C	96	101	100	0	.	2	100	102	8	0.3	100
25	Cc1ccc(N2C(=O)c3ccc(C(=O)Nc4cccnc4)cc3C2=O)c(C)c1	99	99	101	17	.	0	99	100	2	0.5	99
26	CC(C)c1ccc(/C=N/Nc2cc(N3CCOCC3)nc(N3CCOCC3)n2)cc1	100	100	100	-7	.	2	101	100	5	0.4	102
27	Cc1cc(C)n(S(=O)(=O)c2cc(Cl)ccc2Cl)n1	94	97	97	-6	-6	0	98	97	33	0.1	100
28	NC(=O)c1cc([N+](=O)[O-])cc2c1C=Cc1ccccc1O2	93	106	99	9	.	0	96	97	20	-0.1	94
29	Cc1c(Cl)ccc2c1NC(=O)[C@]21[C@@H]2C(=O)N(Cc3ccccc3)C(=O)[C@@H]2[C@@H]2CCCN21	94	95	93	3	-11	0	95	97	11	0.0	94
30	CC(C)N(C)NC(=S)Nc1ccccc1	?	?	?	17	-26	2	?	?	7	0.6	?
31	CCCCC(=O)Nc1cccc(NC(=O)C(C)C)c1	?	?	?	6	.	1	?	?	5	0.1	?
32	Cc1ccc(S(=O)(=O)NCCc2ccncc2)cc1C	97	96	98	-5	-6	6	96	96	7	5.0	96
33	CCOC(=O)c1c(C)nc2sc3c(c2c1-c1ccc(OC)cc1)NC(c1ccccc1)NC3=O (centres undefined)	97	95	99	-106	.	5	98	94	10	1.8	97
34	Cc1ccc(CNC(=O)CCNS(=O)(=O)c2cccs2)cc1	98	100	105	4	3	7	100	98	6	1.3	99
35	Cc1cc(C)c(NC(=O)CN2C(=O)NC3(CCCCC3)C2=O)c(Cl)c1	100	99	104	14	.	0	102	100	5	0.7	103
36	CCOC(=O)c1c(NCc2ccc3c(c2)OCO3)c2ccccc2[nH]c1=O	100	99	101	8	-17	3	101	101	4	0.5	103
37	CCOc1ccc(-c2c(C(=O)N/N=C/c3ccc(OC)cc3)nnn2-c2nonc2N)cc1	102	103	102	-2	9	-1	102	102	6	0.0	102
38	O=C(Oc1cccc(C(=S)N2CCOCC2)c1)c1cc([N+](=O)[O-])cc([N+](=O)[O-])c1	96	104	101	17	1	4	99	98	10	1.1	97
39	O=C(CNS(=O)(=O)c1ccc(Br)s1)N1CCN(c2ncccn2)CC1	96	97	99	4	-15	3	99	99	8	0.1	102
40	Cc1cc(C)c(C#N)c(N2CCCC(C(N)=O)C2)n1 (centres undefined)	102	104	98	-1	14	1	101	101	11	0.5	100
41	C=CCc1cccc2cc(C(=O)NC3CCCCC3)c(=O)oc12	95	104	98	-1	.	12	97	97	6	2.3	96
42	O=C(c1cnn2c(C(F)F)cc(-c3ccccc3)nc12)N1CCN2CCCC2C1 (centres undefined)	100	103	105	-11	.	0	102	102	4	0.0	102
43	CCOC(=O)c1c(-c2ccc(C)o2)csc1NC(=O)CN1CCC(C(N)=O)CC1	98	90	96	14	-21	10	100	97	11	1.1	97
44	O=C(CCN1CCCC1Cc1ccccc1)c1ccc2c(c1)OCCO2 (centres undefined)	83	90	84	30	.	0	85	84	31	0.1	76*
45	CC1=C(C(=O)Nc2ccccc2)C(c2ccc(C)cc2)N=C(Nc2nc3ccccc3o2)N1 (centres undefined)	98	102	104	20	-13	-2	103	103	16	-3.5	102
46	CCN(CC)c1ccc(-c2nc3cnccn3c2NC2CCCC2)cc1	97	100	101	39	-3	7	102	100	9	0.5	98
47	CC(NCCc1ccc(O)cc1)C(O)c1ccc(O)cc1 (centres undefined)	100	102	103	27	.	1	105	104	7	0.2	101
48	COc1cc(C(=O)Oc2cc(C)cc(C)c2)cc(OC)c1OC	91	94	98	17	.	0	98	99	5	0.2	97
49	C=CCn1c(SCC(=O)NCc2ccc3c(c2)OCO3)nnc1C1CCCCC1	102	96	103	-26	.	2	99	100	7	-0.6	103
50	CC1=NNC(=O)C1CCC(=O)N/N=C/C=C/c1ccccc1 (centres undefined)	102	99	103	6	10	-2	102	102	14	-0.2	102

(listing goes on)
nr	molecule	Rac1 mut GTP	Rab7 wt modul	Rac1 wt modul	Mcl1-Noxa inh	Pf gamet viab	ABCG2 block	HRas wt GTP bind	Rab2A wt mod	Avidin fluor	ABCB1 inh	Cdc42 wt GTP
51	Cc1onc(-c2ccccc2)c1C(=O)Nc1ccc(Cl)cn1	97	98	101	-5	8	6	98	99	10	0.7	98
52	CSc1nnc(-c2ccccc2)c(=O)[nH]1	102	104	106	-6	-1	0	105	103	6	-1.3	104
53	Cc1ccc2nc(-c3cccnc3)c(NC3CCCC3)n2c1	100	101	107	10	-3	10	100	101	9	1.9	102
54	Oc1cccc(/C=N/Nc2cc(N3CCOCC3)nc(N3CCOCC3)n2)c1	100	98	103	11	6	4	100	99	10	0.1	102
55	CCc1cccc(Nc2c3c(nc4ncnn24)CCC3)c1	94	95	91	14	.	4	93	94	6	0.6	95
56	CCn1c(SCC(=O)Nc2ccc3c(c2)OCCO3)nnc1-c1ccccn1	100	100	110	-7	-2	3	104	102	13	0.7	107
57	Cn1c(/C=C/c2ccc([N+](=O)[O-])o2)nc2ccccc2c1=O	98	99	101	12	.	11	99	101	7	2.9	101
58	COc1cccc(C(=O)/C=C/Nc2ccc(S(=O)(=O)Nc3cnc4ccccc4n3)cc2)c1	97	103	101	11	.	-3	99	98	5	-0.5	102
59	Cc1oc(-c2ccccc2F)nc1CS(=O)(=O)CC(=O)N1CCCCCC1	101	98	105	15	.	1	102	100	7	0.7	101
60	O=C1N/C(=N\N=C\c2ccccn2)SC1Cc1cccc(SC(F)F)c1 (centres undefined)	94	95	86	-61	.	1	92	97	20	-0.2	87
61	Cc1cccc2cc(CN(C(=O)c3cnccn3)C3CCCCC3)c(Cl)nc12	93	94	93	8	.	12	95	96	13	2.7	95
62	CC(=O)c1ccc(NC(=O)C2CCCN(C(=O)c3ccc(Cl)cc3)C2)cc1 (centres undefined)	97	100	97	-12	-3	8	97	98	25	1.3	99
63	O=S(=O)(c1ccc(Cl)cc1)c1ccccn1	100	96	101	22	.	3	101	104	13	0.5	105
64	COc1cc(S(=O)(=O)N2CCN(C(=O)c3ccccc3F)CC2)c(OC)cc1NC(C)=O	96	98	96	12	.	1	98	98	3	1.0	98
65	COc1ccccc1N1CCN(Cc2ccc(OC)c3ccccc23)CC1	99	94	103	11	.	5	100	99	24	1.3	96
